# High-throughput results deposited in PubChem BioAssay by National Center for Advancing Translational Sciences (NCATS).
# Giardia kill – kills Giardia lamblia | 340,000 tested, 0.15% active | activity change, % at 7.66 µM, hits read low | Giardia lamblia trophozoite viability | AID 540267; in the data active = activity change below about -80%; inconclusive = between about -30% and that limit;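 also: parasites exposed to compound for two days anaerobically before the ATP read; % is scaled to controls: 0 for no effect and ±100 for the full control effect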
#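 Trophozoite viability was measured as ATP-dependent luminescence, read 15-30 min after reagent addition. Before that, parasites at 100 cells/well were exposed to compounds for 48 h, anaerobically, at 37 deg C.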
# B2AR arrestin – beta2AR (human) beta-arrestin recruitment activity. P07550. beta-arrestin recruitment to beta2AR, cell-based reporter. Potency, µM (series often up to 46.1 µM), without a hit: at the highest dose activation, hits mostly activators. 330,000 tested, 0.02% active;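 also: potency is read from the fitted curve at half-maximal effect; 0% = DMSO controls and full agonism = EC100 isoproterenol or metaproterenol; nearly all actives have a fitted effect of over 65% in size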
# KCNH2 3.1 block – KCNH2 3.1 (human) potassium channel inhibition; U2OS KCNH2 3.1, thallium flux FluxOr; stronger effect = lower value; 340,000 tested, 0.95% active; AID 720553; activity change, % (tested at about 1.8 µM);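 active = maximum activity change below -70%; inconclusive = maximum activity change from -70% to -50%; inactive = maximum activity change above -50%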;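 also: thallium influx rate constant from kinetic fluorescence after stimulation buffer; % is scaled to controls: 0 for no effect and ±100 for the full control effect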
#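 Steps: virus added to U2OS suspension (4 h, RT, dark); medium with 10% FBS added, cells plated, 37 C overnight; FluxOr/Red40 loading buffer 45 min RT; stimulation buffer, 2 min kinetic read; rate constant normalized.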
# GALK inh – blocks human galactokinase activity | Purified GALK, Kinase-Glo residual ATP luminescence | 270,000 tested, 0.007% active | AID 1868 | Potency, µM (highest dose often 57.5 µM), inactives show at the top dose activity change, negative = inhibition, usual class: inhibitors | P51570; also: potency is read from the fitted curve at half-maximal effect; % is scaled to controls: 0 for no effect and ±100 for the full control effect
#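 Compounds were pin-transferred into ATP buffer (35 uM final), then GALK plus galactose (5 nM, 100 uM final) was added. After 1 h at room temperature, Kinase-Glo Plus was added and luminescence read after 10 min.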
# PKM2 act – increases activity of human pyruvate kinase M2. P14618. purified PKM2, Kinase-Glo ATP luminescence, activation; response scale: 0% is enzyme alone, no compound. Potency, µM (series often up to 57.5 µM), inactives show at the highest dose activation, actives largely listed as activators. 260,000 tested, 0.34% active. AID 1631; also: potency is read from the fitted curve at half-maximal effect; % is scaled to controls: 0 for no effect and ±100 for the full control effect; nearly all actives have a fitted effect of over 55% in size
#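 Purified hPK-M2 (>95% pure) converted ADP (0.1 mM final) to ATP with 0.5 mM PEP in 50 mM imidazole pH7.2, KCl, MgCl2, Tween 20, BSA; 1 h at room temperature. ATP detected by Kinase-Glo luminescence.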
# MLL CXXC-DNA inh – blocks binding of human MLL CXXC domain to DNA; MLL-CXXC / FITC-HOXA9 DNA fluorescence polarization; Q03164; 290,000 tested, 0.037% active; Potency, µM (top dose mostly 115 µM), inactives show at the highest dose activity change, negative = inhibition, actives largely listed as inhibitors; active = well fitted inhibition curve with a large enough effect in the polarisation, with a control signal flat, not every such curve was filed as active; inconclusive = small, poorly fitted or top-dose-only effect, or effect the other way, or a change in a side signal; inactive = no such curve, though single readings can be large or run the other way; the % refers to the polarisation; also: potency is read from the fitted curve at half-maximal effect
# Target sequence (Q03164 whole entry, looked up, the tested form may be a part): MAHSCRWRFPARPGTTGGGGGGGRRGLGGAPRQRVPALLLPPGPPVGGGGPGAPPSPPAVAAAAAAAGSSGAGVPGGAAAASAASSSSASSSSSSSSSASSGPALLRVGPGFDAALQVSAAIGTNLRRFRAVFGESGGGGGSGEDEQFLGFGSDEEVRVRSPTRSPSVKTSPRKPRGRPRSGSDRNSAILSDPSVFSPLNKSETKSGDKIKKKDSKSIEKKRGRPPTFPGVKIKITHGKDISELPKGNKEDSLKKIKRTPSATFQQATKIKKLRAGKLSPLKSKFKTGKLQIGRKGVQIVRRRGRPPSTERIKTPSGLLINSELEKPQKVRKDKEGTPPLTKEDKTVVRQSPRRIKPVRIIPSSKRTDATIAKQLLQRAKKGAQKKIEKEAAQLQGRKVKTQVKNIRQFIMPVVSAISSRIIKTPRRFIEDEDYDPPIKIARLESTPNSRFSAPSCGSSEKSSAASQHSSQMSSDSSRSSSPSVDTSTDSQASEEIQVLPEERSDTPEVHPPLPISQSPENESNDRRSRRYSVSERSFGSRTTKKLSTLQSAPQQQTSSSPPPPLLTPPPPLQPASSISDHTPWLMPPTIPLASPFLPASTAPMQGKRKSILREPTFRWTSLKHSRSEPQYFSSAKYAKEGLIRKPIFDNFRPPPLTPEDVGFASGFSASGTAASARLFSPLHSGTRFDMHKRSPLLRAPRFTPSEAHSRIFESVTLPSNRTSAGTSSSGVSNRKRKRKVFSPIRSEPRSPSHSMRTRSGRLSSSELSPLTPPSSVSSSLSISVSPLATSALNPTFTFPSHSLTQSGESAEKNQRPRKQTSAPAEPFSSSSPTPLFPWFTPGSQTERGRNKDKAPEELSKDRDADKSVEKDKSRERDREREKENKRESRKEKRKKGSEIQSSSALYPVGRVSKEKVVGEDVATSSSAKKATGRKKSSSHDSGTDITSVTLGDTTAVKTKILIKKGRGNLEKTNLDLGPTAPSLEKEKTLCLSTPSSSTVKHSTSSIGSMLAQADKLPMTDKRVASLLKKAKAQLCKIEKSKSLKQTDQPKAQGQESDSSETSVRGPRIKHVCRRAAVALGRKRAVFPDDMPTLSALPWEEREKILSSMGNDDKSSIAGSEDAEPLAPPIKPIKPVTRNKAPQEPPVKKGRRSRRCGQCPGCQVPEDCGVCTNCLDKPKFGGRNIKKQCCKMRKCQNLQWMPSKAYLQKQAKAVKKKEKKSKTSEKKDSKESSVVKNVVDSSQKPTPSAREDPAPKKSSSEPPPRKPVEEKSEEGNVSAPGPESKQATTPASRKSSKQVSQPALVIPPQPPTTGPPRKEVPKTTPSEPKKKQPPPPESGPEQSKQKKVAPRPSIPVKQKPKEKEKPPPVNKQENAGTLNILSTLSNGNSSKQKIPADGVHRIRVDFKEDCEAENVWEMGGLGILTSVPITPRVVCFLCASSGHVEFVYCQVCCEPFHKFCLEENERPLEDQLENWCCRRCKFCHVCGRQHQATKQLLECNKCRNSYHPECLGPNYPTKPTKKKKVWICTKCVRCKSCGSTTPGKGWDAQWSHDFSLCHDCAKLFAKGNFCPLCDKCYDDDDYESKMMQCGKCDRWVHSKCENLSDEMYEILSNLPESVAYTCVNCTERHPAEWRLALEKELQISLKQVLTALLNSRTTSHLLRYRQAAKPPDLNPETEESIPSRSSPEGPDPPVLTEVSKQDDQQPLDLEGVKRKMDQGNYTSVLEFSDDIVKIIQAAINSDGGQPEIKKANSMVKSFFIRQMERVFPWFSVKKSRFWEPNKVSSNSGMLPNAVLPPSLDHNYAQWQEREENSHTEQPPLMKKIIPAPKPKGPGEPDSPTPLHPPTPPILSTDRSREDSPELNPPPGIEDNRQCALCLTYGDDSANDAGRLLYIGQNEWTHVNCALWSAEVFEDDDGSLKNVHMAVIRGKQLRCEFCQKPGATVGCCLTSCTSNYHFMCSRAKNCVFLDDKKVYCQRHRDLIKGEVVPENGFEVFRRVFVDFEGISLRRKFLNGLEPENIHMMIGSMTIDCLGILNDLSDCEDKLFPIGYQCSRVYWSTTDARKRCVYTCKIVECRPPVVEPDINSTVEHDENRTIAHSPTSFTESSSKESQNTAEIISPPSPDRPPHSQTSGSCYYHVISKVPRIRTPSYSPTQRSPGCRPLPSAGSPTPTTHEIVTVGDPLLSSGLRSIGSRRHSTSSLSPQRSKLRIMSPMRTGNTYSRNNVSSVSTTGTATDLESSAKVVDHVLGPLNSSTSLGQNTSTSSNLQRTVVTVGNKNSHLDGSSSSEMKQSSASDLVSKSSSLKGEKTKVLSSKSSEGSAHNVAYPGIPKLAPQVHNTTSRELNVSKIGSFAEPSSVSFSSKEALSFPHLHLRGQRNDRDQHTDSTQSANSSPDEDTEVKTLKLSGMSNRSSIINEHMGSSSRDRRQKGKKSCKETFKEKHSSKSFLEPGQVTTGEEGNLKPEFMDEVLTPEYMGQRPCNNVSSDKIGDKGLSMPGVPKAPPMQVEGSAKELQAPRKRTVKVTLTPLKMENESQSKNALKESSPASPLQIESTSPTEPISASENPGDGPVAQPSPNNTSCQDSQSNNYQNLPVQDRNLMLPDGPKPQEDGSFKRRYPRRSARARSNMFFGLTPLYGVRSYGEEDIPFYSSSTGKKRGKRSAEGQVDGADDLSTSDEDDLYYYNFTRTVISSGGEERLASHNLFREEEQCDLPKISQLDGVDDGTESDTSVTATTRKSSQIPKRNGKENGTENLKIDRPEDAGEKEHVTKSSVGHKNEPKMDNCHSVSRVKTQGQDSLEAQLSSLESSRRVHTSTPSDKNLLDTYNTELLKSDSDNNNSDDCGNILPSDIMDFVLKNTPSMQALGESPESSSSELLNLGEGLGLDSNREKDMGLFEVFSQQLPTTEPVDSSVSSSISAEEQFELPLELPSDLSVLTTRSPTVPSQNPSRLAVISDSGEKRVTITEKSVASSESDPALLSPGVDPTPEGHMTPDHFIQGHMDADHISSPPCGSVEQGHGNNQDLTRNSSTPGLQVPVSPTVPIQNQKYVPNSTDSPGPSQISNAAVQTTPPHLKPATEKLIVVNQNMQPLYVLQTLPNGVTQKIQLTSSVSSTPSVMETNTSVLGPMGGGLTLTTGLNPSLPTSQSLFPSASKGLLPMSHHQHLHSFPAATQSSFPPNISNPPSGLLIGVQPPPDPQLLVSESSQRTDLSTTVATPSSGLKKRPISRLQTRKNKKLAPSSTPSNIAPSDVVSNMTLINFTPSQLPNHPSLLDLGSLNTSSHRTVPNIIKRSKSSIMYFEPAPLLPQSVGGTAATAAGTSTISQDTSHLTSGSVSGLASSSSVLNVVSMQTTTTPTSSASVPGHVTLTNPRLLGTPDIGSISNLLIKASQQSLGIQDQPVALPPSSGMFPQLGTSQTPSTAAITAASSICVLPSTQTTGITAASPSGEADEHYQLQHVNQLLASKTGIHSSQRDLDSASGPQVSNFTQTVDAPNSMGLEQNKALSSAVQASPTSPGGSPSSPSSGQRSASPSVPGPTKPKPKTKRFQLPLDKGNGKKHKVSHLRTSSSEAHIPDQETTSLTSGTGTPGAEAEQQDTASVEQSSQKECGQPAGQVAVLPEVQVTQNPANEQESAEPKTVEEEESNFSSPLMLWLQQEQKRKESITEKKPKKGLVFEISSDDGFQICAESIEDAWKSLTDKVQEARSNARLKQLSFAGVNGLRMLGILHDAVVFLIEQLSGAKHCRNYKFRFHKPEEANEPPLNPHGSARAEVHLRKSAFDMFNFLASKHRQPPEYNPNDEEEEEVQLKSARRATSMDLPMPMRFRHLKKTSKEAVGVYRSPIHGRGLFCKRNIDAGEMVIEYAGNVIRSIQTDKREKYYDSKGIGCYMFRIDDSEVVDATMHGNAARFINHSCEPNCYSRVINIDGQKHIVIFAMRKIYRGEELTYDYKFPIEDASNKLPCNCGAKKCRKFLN
#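 Fluorescence polarization: 7 uM MLL-CXXC (stock) preincubated 5 min with compounds, then 50 nM fluorescein-HOX-A9 DNA (stock) added; 30 min ambient. Buffer 50 mM Tris-HCl pH 7.5, 50 mM NaCl, 1 mM DTT, 0.05% BSA.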
# USP2a inh – inhibitors of human ubiquitin-specific protease USP2a. 330,000 tested, 0.01% active. USP2 core, Ub-CHOP2 coupled fluorogenic reporter, 485/531. Potency, µM (titrated, usually from 38.3 µM), for the others: at the highest dose activity change, negative = inhibition, most hits filed as inhibitors. AID 463254;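 also: potency is read from the fitted curve at half-maximal effect; plate controls were DMSO wells for no effect and full inhibition by NEM control for full effect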
#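 Cell-free coupled assay: 10nM USP2 core preincubated 30min RT with compound in Tris-HCl pH 8.0/CaCl2/CHAPS buffer, then 25nM Ub-CHOP2 and 25nM reporter substrate; fluorescence (Ex 485/Em 531) read after 60min RT, normalized to NEM inhibition, concentration-response curves fitted.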
# Menin-MLL TR inh – displaces Texas Red mutant MLL peptide from human menin; Menin + Texas Red MLL mutant peptide, fluorescence polarization; Potency, µM (highest dose often 61.6 µM), for inactives: at the highest dose FP activity change, negative = inhibition, actives largely listed as inhibitors; 270,000 tested, 0.23% active; active = well fitted inhibition curve with a large enough effect in the polarisation, with a control signal flat, not every such curve was filed as active; inconclusive = small, poorly fitted or top-dose-only effect, or effect the other way, or a change in a side signal; inactive = no such curve, though single readings can be large or run the other way; the % refers to the polarisation; also: potency is read from the fitted curve at half-maximal effect; % of control where 0% means no effect; many of its hits are not listed in these tables
# Coupling enz – coupling enzyme interference in Giardia aldolase counter-screen; coupling enzyme system counterscreen, AmpLite Red fluorescence; activity change, negative = inhibition, % at 58.2 µM, hits read low; 290,000 tested, 0.67% active; in the data active = activity change below about -30%; also: % is scaled to controls: 0 for no effect and ±100 for the full control effect
#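 Counterscreen lacking aldolase: glyceraldehyde-3-phosphate coupling-enzyme reagent preincubated 10 min at RT with compound (at 57.5 uM final), then substrate/coupling system with AmpLite Red added; fluorescence read at 525/598 nm after 20 min RT.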
# TRPV1 agonist – agonists of human vanilloid receptor 1 (TRPV1). TRPV1-expressing cells, Fluo-8 calcium influx, agonist mode. activation, % at 8.33 µM. 320,000 tested, 0.19% active; in the data active = activation above about 80%; inconclusive = between about 30% and that limit; also: 0% is about no effect
#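 Fluo-8 calcium influx in TRPV1-expressing cells, kinetic read (ex 480/em 520 nm). Compound added and read 3 min for agonist activity, followed by capsaicin at EC20 final and 2 min further read for enhancement.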
# KCNH2 WT inh – blocks the wildtype human KCNH2 potassium channel; Q12809; U2OS, BacMam KCNH2, thallium flux FluxOr; stronger effect = lower value; activity change, % at 1.84 µM; 340,000 tested, 0.37% active;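 active = maximum activity change below -70%; inconclusive = maximum activity change between -70% and -50%; inactive = maximum activity change above -50%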; also: % is scaled to controls: 0 for no effect and ±100 for the full control effect
#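 U2OS cells transduced with wild-type KCNH2 virus are loaded with FluxOr dye for 45 min, and thallium flux is measured in kinetic reads before and after stimulation buffer. Rate constants are normalized to DMSO controls.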
# Starred values were filed as active, the others as inactive; ? = inconclusive; / = not tested or not shown; & = joins results of further samples; ! = not confirmed by another sample; [ ] = another dose, or the depositor's remark. Unless noted, calls follow the shape of the dose curve; as a rule, active = well fitted curve in the direction sought with a large enough effect; inconclusive = small, poorly fitted or top-dose-only effect, or another doubt; inactive = no such curve, though single readings can be large; an effect the other way counts as inactive or inconclusive.
SMILES,Giardia kill,B2AR arrestin,KCNH2 3.1 block,GALK inh,PKM2 act,MLL CXXC-DNA inh,USP2a inh,Menin-MLL TR inh,Coupling enz,TRPV1 agonist,KCNH2 WT inh
CCOc1ccc(/C=N/n2cc(-c3ccccc3)[nH]c2=S)cc1,-12,?,-1,-1%,-1%,6%,-1%,?,-2,1,-25
CCOc1ccc(NC(=O)c2cccc(OC(=S)N3CCOCC3)c2)cc1,-14,5.2%,4,3%,-23%,-7%,1%,8%,3,22,4
O=C(NC1CCCCC1)c1cccnc1Sc1ccccc1Cl,6,-1.0%,3,-3%,1%,1%,-1%,12%,-1,0,0
O=C(Nc1cccnc1)Nc1ccccn1,-2,-0.6%,8,0%,3%,1%,2%,1%,4,-2,3
Cc1c(C(=O)O)sc2nc(CSc3ncc(C(F)(F)F)cc3Cl)[nH]c(=O)c12,-17,0.0%,6,-2%,5%,6%,-1%,/,17,0,1
NC(=O)c1ccc(SCC(=O)OCC(=O)N2CCN(C(=O)c3ccco3)CC2)c([N+](=O)[O-])c1,21,0.2%,-1,/,/,/,0%,/,/,2,-9
COC(=O)c1cc(C(=O)Nc2cc(C)on2)cc([N+](=O)[O-])c1,15,-0.9%,7,2%,3%,20%,-1%,8%,-1,2,-3
COc1ccc(C)cc1NC(=O)C1CCN(S(C)(=O)=O)CC1,-4,0.4%,2,-2%,0%,-21%,-1%,-2%,-1,-4,-22
CCc1ccc(CN(C)CC(O)COc2cccc3ccccc23)cc1 (stereo not given),0,-0.8%,?,8%,-3%,4%,-8%,-18%,-1,2,24
Cc1ccc(OCCC(=O)OC(C)C(=O)Nc2ccc(Cl)cn2)cc1 (stereo not given),-1,-1.2%,-6,/,/,/,0%,/,/,15,-16
COc1ccc(Nc2cc3n(c(=O)n2)CCc2cc(OC)c(OC)cc2-3)c(C)c1,-21,-0.1%,13,0%,/,2%,-8%,-18%,4,1,-6
COc1ccc2c(C)cc(SCC(=O)Nc3nsc(-c4ccc(C)cc4)n3)nc2c1,-8,-0.2%,-1,/,0%,24%,-2%,-15%,1,-6,-11
CCN(C(=O)c1cccs1)c1nc(-c2ccc(OC)cc2)cs1,-8,-1.3%,-14,1%,-1%,-2%,-1%,11%,-6,4,-2
O=C(CNC1CCCCCC1)c1cccs1,12,-1.3%,5,0%,-3%,6%,0%,-2%,3,3,-1
COc1cc(C(=O)NC(=S)Nc2ccc3c(c2)OCO3)cc(OC)c1OC,3,0.1%,-3,5%,-4%,-10%,1%,/,1,-2,-9

# Reprinted from the part before: seven entries; new compounds follow.
SMILES,Giardia kill,B2AR arrestin,KCNH2 3.1 block,GALK inh,PKM2 act,MLL CXXC-DNA inh,USP2a inh,Menin-MLL TR inh,Coupling enz,TRPV1 agonist,KCNH2 WT inh
CCc1ccc(CN(C)CC(O)COc2cccc3ccccc23)cc1 (stereo not given),0,-0.8%,?,8%,-3%,4%,-8%,-18%,-1,2,24
Cc1ccc(OCCC(=O)OC(C)C(=O)Nc2ccc(Cl)cn2)cc1 (stereo not given),-1,-1.2%,-6,/,/,/,0%,/,/,15,-16
COc1ccc(Nc2cc3n(c(=O)n2)CCc2cc(OC)c(OC)cc2-3)c(C)c1,-21,-0.1%,13,0%,/,2%,-8%,-18%,4,1,-6
COc1ccc2c(C)cc(SCC(=O)Nc3nsc(-c4ccc(C)cc4)n3)nc2c1,-8,-0.2%,-1,/,0%,24%,-2%,-15%,1,-6,-11
CCN(C(=O)c1cccs1)c1nc(-c2ccc(OC)cc2)cs1,-8,-1.3%,-14,1%,-1%,-2%,-1%,11%,-6,4,-2
O=C(CNC1CCCCCC1)c1cccs1,12,-1.3%,5,0%,-3%,6%,0%,-2%,3,3,-1
COc1cc(C(=O)NC(=S)Nc2ccc3c(c2)OCO3)cc(OC)c1OC,3,0.1%,-3,5%,-4%,-10%,1%,/,1,-2,-9
COc1cc(OC)cc(C(=O)Nc2sc3c(c2C(N)=O)CCC3)c1,30[activator],0.5%,-29,13%,7%,5%,0%,-11%,-1,0,8
O=C1N=C(N2CCOCC2)S/C1=C\c1cccs1,-20,-0.1%,15,4%,-19%,-3%,-1%,7%,0,8,8
O=C1Nc2ccccc2C1Cc1ccc(OC(F)(F)F)cc1 (stereo not given),4,0.0%,-6,4%,/,-6%,-5%,-9%,-2,11,-3
COc1ccc2oc(C(=O)Nc3nnc(C)s3)c(C)c2c1,?,-2.3%,-1,/,/,/,0%,/,/,0,6
Cc1cccc(CSc2nnc([C@@H]3CCCN3)o2)c1,-6,-0.7%,11,5%,-12%,2%,-1%,/,1,11,17
CN(C)c1ccc(C(=O)OCC(=O)NCCCc2ccccc2)cc1,-12,-1.1%,4,5%,/,?,-2%,-20%,2,15,15
Cc1ccccc1CC1(CO)CCCN(C(=O)c2ccccc2N(C)C)C1 (stereo not given),-14,-0.1%,9,0%,6%,15%,0%,?,3,21,-5
O=S(=O)(Nc1cccc2cccnc12)c1ccccc1,4&24,0.5%,-14,-2%,/,0%,2%,10%&-19%,-39*!,19&-2,13
COc1ccc(C(C)=O)cc1COC(=O)c1ccc(OCc2c(C)noc2C)cc1,-25,-0.1%,-2,3%,0%,29%,-3%,3%,1,3,-1
CCOC(=O)c1ccc(NC2c3ccccc3C(=O)N2c2ccccn2)cc1 (stereo not given),13,0.0%,-5,3%,7%,10%,-1%,2%,-3,-4,-8
CCOC(=O)C(=Cc1cn(C)c2ccc(S(=O)(=O)N(C)C)cc12)C(=O)OCC,-5,0.0%,-20,0%,19%,-2%,-1%,-6%,1,5,8
COc1cccc(-c2coc3c(C)c4oc(=O)c(CCC(=O)O)c(C)c4cc23)c1,-11,-0.6%,-12,-9%,/,-26%,3%,21%&21%,1&4,2,9
CCCCCOC(=O)NCC(O)c1ccccc1 (stereo not given),-10,0.2%,0,-1%,10%,25%,1%,-8%,2,-3,6
CN(C(=O)c1cccc(S(=O)(=O)N2CCCCC2)c1)C1CCS(=O)(=O)C1 (stereo not given),0,-0.2%,-4,/,/,/,0%,/,/,-2,-3
Clc1cccc(OCCN2CCNCC2)c1,2,-0.1%,-2,2%,4%,11%,1%,-1%,1,-4,/
O=C1CCN(S(=O)(=O)c2ccc(Br)cc2)CCN1,11,-0.1%,0,-3%,-4%,6%,-2%,11%,0,23,1
COc1ccccc1CNC(=O)C1CCCN(S(=O)(=O)c2cccs2)C1 (stereo not given),-27,0.5%,12,5%,0%,13%,3%,-11%,-4,2,-22
Cc1cc(C)n(CC(O)COCc2ccco2)n1 (stereo not given),-4,-0.7%,1,1%,-1%,-3%,-1%,8%,4,2,10

# Not all compounds are listed. The share of hits here may be higher or lower than overall.
